# KinaseGlo FLuc = Kinase-Glo luciferase inhibition (counter-screen) | Potency, µM (titrated, usually from 38.3 µM), for inactives: at the highest dose activity change, negative = inhibition, most hits filed as inhibitors | actives 0.28% (n = 200,000) | AID 1379 | Kinase-Glo luciferase, ATP luminescence, 8 min | Q27757; further: potency means the concentration at half of the fitted maximal effect; on the % scale 0 is the no-effect control and ±100 the full control effect; nearly all actives have a fitted effect of over 60% in size
#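 Inhibition of Kinase-Glo luciferase light generation was assessed at 10 uM ATP in pH 7.2 imidazole buffer, with luminescence measured after eight minutes at ambient temperature.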
# Lamin A splicing = LMNA splicing modulation. HeLa LMNA splicing GFP/RFP minigene ratio, 48 h. Potency, µM (highest dose often 46.1 µM), inactives show at the highest dose ratio change, negative = inhibition, actives largely listed as inhibitors. actives 0.01% (n = 200,000). AID 1487; active means well fitted inhibition curve with a large enough effect in the signal ratio, with a control signal flat, not every such curve was filed as active; inconclusive means small, poorly fitted or top-dose-only effect, or effect the other way, or a change in a side signal; the % refers to the signal ratio; further: potency means the concentration at half of the fitted maximal effect; on the % scale 0 is the no-effect control and ±100 the full control effect
#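 S3 HeLa stable clones carrying a lamin A-EGFP splicing minigene plus DsRed2 were seeded at 600 cells/well in Opti-MEM with 2% FBS, pin-dosed and incubated 48 h at 37°C. Acumen cytometry (488 nm) gave the GFP/RFP total-intensity ratio.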
# CBFb-RUNX1 inh = inhibitors of human CBF-beta and RUNX1 interaction | AlphaScreen CBFb-His/RUNX1-biotin binding, biochemical | Potency, µM (titrated, usually from 59.8 µM), for inactives: at the highest dose activity, negative = inhibition, most hits filed as inhibitors | 230,000 tested, under 10 active; further: % of control where 0% means no effect
# Target sequence (Q01196 whole entry, looked up): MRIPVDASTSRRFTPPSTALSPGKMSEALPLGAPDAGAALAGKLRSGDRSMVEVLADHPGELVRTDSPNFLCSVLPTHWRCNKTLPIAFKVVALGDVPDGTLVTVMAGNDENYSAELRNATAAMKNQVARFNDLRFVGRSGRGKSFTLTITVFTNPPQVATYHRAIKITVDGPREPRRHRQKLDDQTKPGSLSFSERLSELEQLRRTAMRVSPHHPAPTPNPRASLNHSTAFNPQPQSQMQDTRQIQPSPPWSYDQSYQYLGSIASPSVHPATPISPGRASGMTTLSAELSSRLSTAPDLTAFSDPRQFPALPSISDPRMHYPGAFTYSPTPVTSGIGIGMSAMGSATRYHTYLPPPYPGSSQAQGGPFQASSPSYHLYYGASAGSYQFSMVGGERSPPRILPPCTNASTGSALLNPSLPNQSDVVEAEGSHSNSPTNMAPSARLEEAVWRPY
# Target sequence (Q13951 whole entry, looked up): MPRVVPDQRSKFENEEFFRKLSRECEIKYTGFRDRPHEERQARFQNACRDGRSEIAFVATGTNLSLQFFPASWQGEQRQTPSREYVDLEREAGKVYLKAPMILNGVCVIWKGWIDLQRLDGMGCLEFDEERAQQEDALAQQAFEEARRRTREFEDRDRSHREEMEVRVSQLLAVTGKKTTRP
#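 Read-out: AlphaScreen. Format: His-CBF-beta with biotinylated RUNX1 (30 nM each) preincubated 20 min, compound 15 min, Ni-chelate plus streptavidin beads 90 min; room temperature throughout.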
# HTT aggregate = inhibitors of mutant huntingtin aggregate formation in PC12 cells. actives 1.1% (n = 220,000). Potency, µM (highest dose often 46.1 µM), for inactives: top-dose activity change, negative = inhibition, most hits filed as inhibitors. PC12 HttQ103-GFP aggregates, Acumen cytometry, 40 h; further: potency means the concentration at half of the fitted maximal effect; on the % scale 0 is the no-effect control and ±100 the full control effect; nearly all actives have a fitted effect of over 60% in size
#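 PC12 cells with ecdysone-inducible HTT exon1 Q103-GFP, induced by 100 nM tebufenozide, given compounds in a concentration series. GFP aggregates (1–25 um, 6 SD above background) counted in lysates by laser-scanning cytometry, 488 nm excitation.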
# SMN2 splice enh = SMN2 splice variant enhancement; HEK293 SMN2-luciferase splicing reporter, luminescence, 30-36 h; Potency, µM (highest dose often 46.1 µM), inactives show at the top dose activity change, positive = activation, actives largely listed as activators; actives 2.8% (n = 210,000); AID 1458; further: potency means the concentration at half of the fitted maximal effect; % of control where 0% means no effect; nearly all actives have a fitted effect of over 55% in size
#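 qHTS luciferase splicing reporter: luminescence rises when SMN2 exon 7 is included in transfected HEK293 cells. Compound exposure lasted 30-36 h at 37C, with 4.5 mM final sodium butyrate as control, followed by a ONE-Glo read.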
# IMPase Li inh = membrane-permeable IMPase blocker, potentiated with lithium; CHO-M1 cells, IP1 TR-FRET (IP-One), carbachol + lithium; Potency, µM (doses to about 59.4 µM), without a hit: at the highest dose activity, negative = IMPase inhibition, hits mostly inhibitors; actives 0.35% (n = 210,000); AID 1457;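 further: IP1 builds up when IMPase is blocked and the TR-FRET signal falls; potency means the concentration at half of the fitted maximal effect; plate controls were basal vehicle for no effect and high inhibitor control for full effect; nearly all actives have a fitted effect of over 50% in size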
#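 Readout is a homogeneous TR-FRET IP1 immunoassay (Ex 320, Em 665 and 620), where raised cytosolic IP1 lowers signal. Cells were CHO-M1 treated 30 min at 37C with test compounds plus a little lithium; AC50 values came from Hill-equation fitting.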
# HTT ATP protect = cytoprotection in Huntington HTT-Q103 PC12 cell model; actives 0.14% (n = 230,000); Potency, µM (doses to about 56.4 µM), for inactives: cytoprotection (ATP increase), usual class: activators; AID 1471; PC12 HTT-Q103 induced, cytoprotection, ATP luminescence, 40 h;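 further: potency means the concentration at half of the fitted maximal effect; % of control where 0% means no effect; nearly all actives have a fitted effect of over 45% in size; toxic huntingtin expression switched on by the ecdysone agonist tebufenozide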
#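 PC12 cells stably carrying ecdysone-inducible Htt exon 1 (Q103)–GFP were induced with 100 nM tebufenozide (final) alongside library compounds in a dose series. Cytoprotection was scored as retained ATP by ATPlite luminescence.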
# * marks the source's active call; other numbers are inactive results; u = inconclusive; x = no result given; & = joins results of further samples; [ ] = dose if it differs, or a comment. Unless noted, the call rests on the fitted dose curve; in most records, active means well fitted curve in the direction sought with a large enough effect; inconclusive means small, poorly fitted or top-dose-only effect, or another doubt; inactive means no such curve, though single readings can be large; an effect the other way counts as inactive or inconclusive. Compounds were not picked by outcome. Share with any hit: about 4%.
SMILES,KinaseGlo FLuc,Lamin A splicing,CBFb-RUNX1 inh,HTT aggregate,SMN2 splice enh,IMPase Li inh,HTT ATP protect
O=C(O)COc1ccc2c(c1)CCCC2,-6.7%,8.2%,1.5%,-2.7%,-1.4%,-9.4%[38.3 µM],-2.9%[10 µM]
Cc1cc(C)cc(N(C(=O)c2nsc(Cl)c2Cl)C(C(=O)NC2CCCC2)c2ccc(O)cc2)c1 (centres undefined),-5.1%,u,-8.1%,u,9.4%[1.84 µM],11.7%,-22.9%[10 µM]
C/C(=N\NC(=O)c1ccn[nH]1)c1cn(C)nc1C,-27.3%,-8.1%,-3.5%,-12.3%,11.2µM*,-4.3%,x
CCOc1ccc(C(=O)Nn2cnnc2)cc1OCC,x,x,4.0%,0.9%[9.22 µM],x,x,2.9%[10 µM]
O=C(Nc1ccccc1)N1CCCN(Cc2c(F)cccc2Cl)CC1,x,u,1.9%,8.1%[9.22 µM],x,x,-5.4%[10 µM]
Cc1nc(SCc2ccccc2)nc2c1CCC2,-0.1%,x,-4.4%,7.9%[9.22 µM],11.2µM*,17.3%,-30.8%[inhibitor]
c1ccc(Cn2cc(CSc3ccccc3)nn2)cc1,x,x,16.1%,-3.8%[9.22 µM],x,x,-6.8%[10 µM]
Cc1ccc(Cn2ncc3c(N4CCOCC4)ncnc32)cc1,0.2%,-1.1%,-1.2%,15.2%,-3.4%,1.1%[38.3 µM],-17.4%
Cc1ccc(-c2cc(C(=O)N3CCN(c4ncccn4)CC3)c3cc(Br)ccc3n2)o1,-1.5%,x,3.0%,u,-13.6%,-9.7%,-9.6%[10 µM]
Nn1c(SCC(=O)Nc2ccccc2)nnc1-c1cccnc1,3.6%,-9.4%,13.5%,-3.4%,13.7%,-11.2%,8.9%[10 µM]
COC(=O)[C@@H]1C[C@@]2(O)[C@H](O)[C@H](O)[C@H](O)C[C@H]2N1CC(c1ccccc1)c1ccccc1,1.2%,x,u,-3.0%[9.22 µM],-3.6%,-6.0%,-25.0%
COc1ccc(C(C)(C)C)cc1S(=O)(=O)N1CCN(C)CC1,4.1%,-0.6%,1.4%,-1.8%,u,9.6%[38.3 µM],9.9%[0.074 µM]
Cc1cc(N2CCN(C3CCCCC3)CC2)nc2cccc(O)c12,1.1%,-1.0%,-3.9%,2.3%,5.5%,15.9%,4.7%[10 µM]
Cc1sc(NC(=O)c2ccco2)c(C(c2cccnc2)N2CCC(C)CC2)c1C (centres undefined),-3.2%,u,-4.0%,u,x,35.1%[38.3 µM],-4.5%
CCn1nc(C)cc1-c1nnc(SCC(=O)Nc2ccccc2)n1CCCOC,x,x,22.8%,-17.2%[9.22 µM],x,x,-21.8%[10 µM]
COc1ccc(OCC(=O)NC(=S)Nc2ccc(N3CCOCC3)c(Cl)c2)cc1,-2.8%,-2.6%,-8.8%,18.1%,-2.5%,20.2%[38.3 µM],24.2%
CCOc1ccc2nc(/N=C/c3c(C)[nH]n(-c4ccc(C)cc4)c3=O)sc2c1,7.94µM*,-7.0%,-16.1%,-2.6%,14.1µM*,12.6%,-15.1%[10 µM]
O=C(c1ccc(COCC(F)(F)F)o1)N1CCCCCC1,1.5%,-4.6%,1.9%,8.6%,0.3%,4.5%[38.3 µM],2.8%
Clc1ccc2nc(CSc3nc4ccccc4o3)cn2c1,-0.8%,9.9%,2.6%,-13.2%,17.8µM*,25.3%[38.3 µM],-43.9%[inhibitor]
Cc1ccc(C(=O)OCC(=O)Nc2sc3c(c2C#N)CCCCC3)cc1NC(=O)c1ccco1,-6.5%,-6.0%,-11.7%,10.2%,-1.8%,4.2%[38.3 µM],-16.8%[10 µM]
Cn1c(=O)[nH]c(=O)c2c1nc(CN1CCN(c3ccccc3F)CC1)n2CCc1ccccc1,x,x,8.2%,4.0%[9.22 µM],x,x,5.9%[10 µM]
O=C(NC(=S)Nc1ccc(N2CCOCC2)c(Cl)c1)c1cccs1,5.4%,8.5%[46 µM],-17.8%,-6.1%[9.22 µM],-9.3%,2.3%,-12.2%[10 µM]
CCN(CC)CCNc1nc(-n2nc(C)cc2C)nc2sc3c(c12)CC(C)(C)OC3,x,x,-3.2%,-0.4%[9.22 µM],x,x,-19.4%[10 µM]
Cc1ccccc1NC(=O)NC(N)=O,1.9%,-23.1%[46 µM],14.1%,4.9%,17.9%,-2.0%,3.5%
CN1CCN(C(=O)c2ccc(Cl)c(S(=O)(=O)N3CCCCC3)c2)CC1,-8.2%,-8.3%,-0.5%,1.1%,-15.7%,27.3%[38.3 µM],-5.1%
Cc1[nH]c(=S)c(C#N)c(C)c1Cc1ccccc1,x,x,0.3%,-10.2%[9.22 µM],x,x,3.5%[10 µM]
COC(=O)c1cccc(NC(=O)C(C)(C)C)c1,x,x,4.6%,15.6%[9.22 µM],x,x,25.3%[10 µM]
Cc1cc(N2CCN(C)CC2)nc2ccc(NC(=S)N3CCN(c4ccccn4)CC3)cc12,-1.2%,x,-9.3%,16.0%,28.9%,4.8%,10.7%
O=S(=O)(NCc1ccccc1)c1ccc2c(c1)OCCO2,0.0%,-8.8%,12.5%,-32.6%,-8.9%,3.3%,0.7%[10 µM]
O=C1CCCc2c1cc(C(=O)O)c(=O)n2-c1ccccc1,0.1%,u,2.3%,17.4%[9.22 µM],x,1.7%,8.4%[10 µM]

# Pulled one by one from the entries so far (three):
SMILES,KinaseGlo FLuc,Lamin A splicing,CBFb-RUNX1 inh,HTT aggregate,SMN2 splice enh,IMPase Li inh,HTT ATP protect
COC(=O)c1cccc(NC(=O)C(C)(C)C)c1,x,x,4.6%,15.6%[9.22 µM],x,x,25.3%[10 µM]
CN1CCN(C(=O)c2ccc(Cl)c(S(=O)(=O)N3CCCCC3)c2)CC1,-8.2%,-8.3%,-0.5%,1.1%,-15.7%,27.3%[38.3 µM],-5.1%
CCN(CC)CCNc1nc(-n2nc(C)cc2C)nc2sc3c(c12)CC(C)(C)OC3,x,x,-3.2%,-0.4%[9.22 µM],x,x,-19.4%[10 µM]

# The listing continues:
SMILES,KinaseGlo FLuc,Lamin A splicing,CBFb-RUNX1 inh,HTT aggregate,SMN2 splice enh,IMPase Li inh,HTT ATP protect
O=C(CCn1c(=O)oc2ccccc21)N(Cc1ccccc1)c1ccccc1,x,x,4.5%,-8.6%[9.22 µM],x,4.3%,1.4%[10 µM]
CCOc1ncccc1C(=O)N=C1SCCN1C(=O)c1cccnc1OCC,1.0%,-16.9%[46 µM],3.3%,-1.1%,7.5%,4.9%,-27.4%
COc1cc(/C=N/Nc2ccc(S(N)(=O)=O)cc2[N+](=O)[O-])cc(OC)c1O,x,x,u,2.3%[9.22 µM],x,x,2.2%[10 µM]
CC1S/C(=C(\C#N)C(=O)NCc2ccco2)N(c2ccc(F)cc2)C1=O (centres undefined),2.1%,11.6%,-1.0%,-2.7%,-7.1%,-3.9%[38.3 µM],5.7%
CCCN1C(=O)c2cc(C(=O)NC3CCCCCC3)ccc2C1O (centres undefined),1.5%,-7.7%,9.0%,-12.9%,10µM*,-4.0%[38.3 µM],-7.2%[10 µM]
COC(=O)CC1C(=O)NCCN1C(=O)OC(C)(C)C (centres undefined),1.1%,x,7.2%,23.3%,-5.0%,-5.8%,-21.7%
CCOC(=O)CCC(NC(=O)CCCCC(=O)NC(CCC(=O)OCC)C(=O)OCC)C(=O)OCC (centres undefined),0.1%,-6.7%,2.4%,16.7%,17.2%,-0.1%,0.0%[1.9 µM]
O=C(O)CC(SCc1ccc(C(=O)O)o1)C(=O)O (centres undefined),1.3%,6.1%,0.1%,-4.1%,-9.2%,6.4%,3.5%[10 µM]
O=C(c1ccco1)N1CCC[C@@]2(CCN(c3cccc(-c4ccccc4)c3)C2)C1,-1.6%,x,x,x,-33.8%[inhibitor],12.1%,3.9%
O=C(CCSc1nnc2ccc3ccccc3n12)Nc1ccc(F)cc1,-3.1%,18.9%,0.8%,-14.3%,-29.1%,11.2µM*,10.1%[10 µM]
Cc1ccc(NC(=O)CSc2nnc(C(F)(F)F)n2C)cc1[N+](=O)[O-],-1.1%,1.2%,2.3%,u,-2.3%,8.8%,-2.7%[1.9 µM]
COC(=O)c1c[nH]n2c(=O)cc(CCl)nc12,2.4%,-9.7%,11.5%,-8.0%,20.9%,14.5%[38.3 µM],-5.3%[10 µM]
CCOc1ccc(S(=O)(=O)n2cc(-c3ccccc3)c(N)n2)cc1,-3.9%,11.2%,-5.2%,22.2%,-16.0%,3.5%[38.3 µM],3.9%
CCN(CC)c1ccc(/C=N/n2c(-c3ccccc3Br)n[nH]c2=S)cc1,x,x,-18.7%,19.2%[9.22 µM],x,x,10.8%[10 µM]
COc1ccc(Cn2c(CCC(=O)Nc3ccc(C)c(C)c3)nc3cccnc32)cc1,-2.8%,6.0%,-3.3%,u,3.1%&6.9%,33.0%[activator][38.3 µM],-40.6%[inhibitor]
CCCN(CC#CC(O)(c1ccccc1)c1cccnc1)CCC (centres undefined),-1.8%,-10.3%[46 µM],1.2%,13.1%[9.22 µM],x,3.1%,18.8%[10 µM]
O=C(NCc1ccccn1)C1CCN(S(=O)(=O)N2CCCC2)CC1,2.0%,3.3%,1.5%,-26.4%,26.2%,25.2%[38.3 µM],-4.4%
CCOC(=O)c1c(NC(=O)Cn2cnc([N+](=O)[O-])n2)sc2c1CCCC2,-0.8%,u,-10.1%,u,-29.8%,3.7%,20.8%[10 µM]
Cc1cccc(C(=O)NNC(=O)c2ccc(Br)cc2)c1,3.1%,-2.5%[46 µM],-3.1%,-21.8%[9.22 µM],-8.0%,-7.9%,-7.2%[10 µM]
COc1ccc(N(CC(=O)Nc2ccc(S(=O)(=O)N3CCOCC3)cc2)S(=O)(=O)c2ccc(F)cc2)cc1,x,x,4.7%,-0.6%,x,x,-49.8%[inhibitor]
O=[N+]([O-])c1ccc(S(=O)(=O)N2CCN(Cc3c[nH]c4ccccc34)CC2)cc1,-4.8%,1.4%,0.1%,-11.8%,12.8%,27.3%[38.3 µM],3.7%
COc1cccc(C(C(=O)NC2CCCC2)N(C(=O)c2ccco2)c2ccc(-n3cnnn3)c(C)c2)c1OC (centres undefined),-1.1%,-10.2%[46 µM],1.0%,-12.7%[9.22 µM],x,5.7%,-4.7%[10 µM]
CCOc1cccc2cc(C(=O)Nc3nccs3)c(=O)oc12,-6.1%,0.3%,1.5%,16.0%,-2.8%,-9.3%[38.3 µM],-10.4%

# Source: PubChem
